Source: PubChem
D3 ag = agonists of human D3 dopamine receptor; P35462; D3R DiscoveRx beta-arrestin cells, luminescence, 90 min; max activation, %; hit rate 0.58% among 410,000; AID 652048; in the data active = max activation above about 30%; also: 0% is about no effect; mostly tested at two doses, the higher about 12 µM
Target sequence (P35462 whole entry, looked up): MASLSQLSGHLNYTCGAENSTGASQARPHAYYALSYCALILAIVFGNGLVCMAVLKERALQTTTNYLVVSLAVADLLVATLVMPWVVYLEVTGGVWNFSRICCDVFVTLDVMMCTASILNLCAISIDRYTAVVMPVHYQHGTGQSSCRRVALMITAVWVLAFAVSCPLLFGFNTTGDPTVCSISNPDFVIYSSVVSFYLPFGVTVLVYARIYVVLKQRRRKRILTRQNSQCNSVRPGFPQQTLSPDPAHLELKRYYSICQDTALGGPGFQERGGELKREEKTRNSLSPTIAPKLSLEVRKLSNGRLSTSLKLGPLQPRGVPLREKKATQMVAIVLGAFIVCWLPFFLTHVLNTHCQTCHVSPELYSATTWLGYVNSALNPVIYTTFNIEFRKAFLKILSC
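Cells at 1500/well, incubated overnight, then treated with pinned compounds (dopamine as control) for 90 min at 37 degrees C. DiscoveRx reagent added for 30 - 60 minutes at room temperature; luminescence read.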
aSyn yeast inh = rescues yeast growth from alpha-synuclein toxicity | Yeast expressing alpha-synuclein, growth rescue, BacTiter-Glo, 24 h | Potency, µM (highest dose often 46.1 µM), inactives show at the top dose growth rescue (activation), usual class: activators | hit rate 0.14% among 370,000 | AID 652106; also: potency is read from the fitted curve at half-maximal effect; % of control where 0% means no effect; nearly all actives have a fitted effect of over 65% in size
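Readout is rescue of growth in alpha-synuclein-expressing yeast, so inhibitors of toxicity appear as activators. Growth after 24 hr at 30 deg C in galactose medium is quantified by luminescence.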
KB-V1 MDR tox = kills drug-selected multidrug resistant KB-V1 cells; KB-V1 MDR cells viability, CellTiter-Glo, 72 h; Potency, µM (titrated, usually from 46.1 µM), for inactives: at the highest dose activity change, negative = cytotoxicity, usual class: cytotoxic; hit rate 3.4% among 400,000; also: potency is read from the fitted curve at half-maximal effect; % is scaled to controls: 0 for no effect and ±100 for the full control effect; nearly all actives have a fitted effect of over 60% in size
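Cells of the MDR subline KB-V1 are plated, dosed with compound at multiple concentrations, and incubated 72 h at 37 degrees C; CellTiter-Glo is then added and luminescence read after 10 min.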
PTHR1 agonist = agonists of human PTHR1 parathyroid hormone receptor; hit rate 0.075% among 410,000; Potency, µM (doses to about 115 µM), for the others: at the top dose activation, hits mostly activators; Q03431; HEK293 GP2 PTHR1 cells, GloSensor cAMP luminescence, 1 h; also: potency is read from the fitted curve at half-maximal effect; nearly all actives have a fitted effect of over 55% in size; some results filed as inactive show a strong effect at the top dose; inactives centre near -15; many of its hits are not listed in these tables
Target sequence (Q03431 whole entry, looked up): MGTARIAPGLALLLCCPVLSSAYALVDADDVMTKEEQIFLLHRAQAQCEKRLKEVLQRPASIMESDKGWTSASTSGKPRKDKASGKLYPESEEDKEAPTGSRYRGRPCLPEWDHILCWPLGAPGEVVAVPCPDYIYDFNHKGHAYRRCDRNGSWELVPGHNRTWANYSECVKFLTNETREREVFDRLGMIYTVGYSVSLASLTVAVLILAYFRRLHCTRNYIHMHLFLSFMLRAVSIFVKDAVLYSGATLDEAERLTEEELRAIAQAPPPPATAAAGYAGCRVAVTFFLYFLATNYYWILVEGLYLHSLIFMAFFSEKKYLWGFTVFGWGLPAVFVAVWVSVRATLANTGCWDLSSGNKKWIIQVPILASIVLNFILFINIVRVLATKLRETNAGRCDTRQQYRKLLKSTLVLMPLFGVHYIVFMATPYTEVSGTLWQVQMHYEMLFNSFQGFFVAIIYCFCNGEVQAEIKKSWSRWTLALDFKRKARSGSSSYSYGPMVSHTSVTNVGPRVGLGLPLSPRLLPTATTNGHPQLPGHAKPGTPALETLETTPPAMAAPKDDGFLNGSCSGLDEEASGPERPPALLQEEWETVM
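HEK-293-derived GP2 cells expressing PTHR1 and a GloSensor cAMP reporter, 3,000/well, plated overnight, given luciferin plus IBMX (each 0.5 mM as added) for 1 h at 37 °C, then compound for 1 h at 37 °C. Luminescence was read after 15 min at room temperature.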
GLP1R inv ag = inverse agonists of human GLP-1 receptor; Potency, µM (top dose mostly 38.3 µM), for the others: at the highest dose activity change, negative = inhibition, most hits filed as inhibitors; hit rate 1.6% among 410,000; AID 624417; HEK293 GLP-1R CRE-luciferase, luminescence, 24 h; GLP-1R form is constitutively active; also: potency is read from the fitted curve at half-maximal effect; % is scaled to controls: 0 for no effect and ±100 for the full control effect; nearly all actives have a fitted effect of over 55% in size
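Using stably transfected HEK293 (constitutively active GLP-1R, cAMP-luciferase reporter), compounds were incubated 24 hr and luciferase measured by luminescence.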
GLP1R cytotox = cytotoxicity counter-screen for GLP-1 receptor inverse agonists. HEK293 cAMP-luciferase reporter cells, luminescence, 24 h. Potency, µM (titrated, usually from 38.3 µM), inactives show at the highest dose activity change, negative = inhibition, usual class: inhibitors. hit rate 0.13% among 410,000. AID 624418;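 also: loss of luciferase light is scored as toxicity; potency is read from the fitted curve at half-maximal effect; % is scaled to controls: 0 for no effect and ±100 for the full control effect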
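Luminescence readout: signal drop marks cytotoxicity. Plated cells grew 12 h at 37 °C, 5% CO2, received 23 nL compound for 24 h, then got luciferase reagent, read after 12 min at RT.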
GLP1R ag = GLP-1 receptor (human) agonism; HEK293 GLP-1R CRE-luciferase, luminescence, 4-6 h; cells express a hypersensitive GLP-1R form; hit rate 0.007% among 380,000; Potency, µM (titrated, usually from 45.6 µM), without a hit: at the highest dose activation, hits mostly activators; also: potency is read from the fitted curve at half-maximal effect; % of control where 0% means no effect
TDP-43 yeast inh = inhibitors of TDP-43 toxicity in yeast; TDP-43 expressing yeast growth rescue, BacTiter-Glo, 24 h; Potency, µM (highest dose often 46.1 µM), inactives show at the highest dose growth rescue (activation), usual class: activators; hit rate 1.8% among 410,000; AID 652104; also: potency is read from the fitted curve at half-maximal effect; % of control where 0% means no effect; nearly all actives have a fitted effect of over 50% in size
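Yeast expressing TDP-43 (pregrown in raffinose, seeded at OD600=0.02 in galactose medium) exposed to compounds 24 hr at 30 deg C. Growth read by BacTiter-Glo luminescence; rescue of toxicity appears as increased signal.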
D3 antag = antagonists of human D3 dopamine receptor; D3R cells, DiscoveRx beta-arrestin luminescence, antagonist mode; hits give low values; hit rate 2.5% among 360,000; P35462; max response, negative = inhibition, %; in the data active = max response below about -50%; inconclusive = no clear call, values can overlap the other calls; also: % is scaled to controls: 0 for no effect and ±100 for the full control effect; mostly tested at two doses, the higher about 12 µM
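Cells expressing the human receptor were seeded at 1500 cells/well, incubated overnight at 37 degrees C in 5% CO2, then exposed to library compounds with dopamine controls for 90 minutes at 37 degrees C before luminescent detection.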
Active calls of the source: *; i = inactive; ? = inconclusive; · = no result given; & = joins results of further samples; [ ] = dose if it differs, or a comment. Unless noted, calls follow the shape of the dose curve; as a rule, active = well fitted curve in the direction sought with a large enough effect; inconclusive = small, poorly fitted or top-dose-only effect, or another doubt; inactive = no such curve, though single readings can be large; an effect the other way counts as inactive or inconclusive.

smiles,D3 ag,aSyn yeast inh,KB-V1 MDR tox,PTHR1 agonist,GLP1R inv ag,GLP1R cytotox,GLP1R ag,TDP-43 yeast inh,D3 antag
Cc1ccc(NC(=O)CN(C)C(=O)COC(=O)/C=C/c2cccs2)cc1,0,-1%,0%,-9%,?,-6%,13%,-1%,-15
Brc1cc2c(cc1CSc1ncccn1)OCO2,-5,9%,-1%,i,?,2%,25%,3%,-10
Cc1cccc(OCC(=O)OCC(=O)c2c(N)n(C)c(=O)n(C)c2=O)c1,1,1%,0%,-21%[57.5 µM],-2%,6%,-5%,-1%,-1
N#CC12C(N)=NC3(OCCO3)C1(C#N)C1=C(CCC1)NC2c1ccccc1 (stereo not drawn),-1,-3%,0%,-2%[57.5 µM],0%,91%[activator],-26%,-10%,1
COc1ccc(CC(=O)OCC(=O)NC2CCCCC2)cc1OC,2,-1%,26%,i,-6%,-10%,1%,-13%,18
Cc1cc(C)n(-c2cccc(Cl)c2)c(=O)c1C#N,8,-1%,11%,i,-2%,5%,-12%,2%,-8
COc1cccc(-n2c(SC)nnc2-c2c[nH]c3ccccc23)c1,-5,-2%,4%,-86%[inhibitor],7%,2%,-5%,5%,4
COc1ccc(C(=O)N2CCN(CCc3ccccn3)CC2)cc1,-14&-20,-5%,12%&-6%,75%&-23%,-2%&6%,7%&-12%,-4%,-7%&-1%,-10
CC1CN(C(=O)CCNC(=O)c2ccc(Br)cc2)CC(C)O1 (stereo not drawn),3,5%,-3%,i,24%,0%,1%,0%,3
COc1ccc(CCNC(=O)CSc2nc(N)c(C#N)c(-c3cccs3)c2C#N)cc1OC,0,-1%,?,i,4%,?,9%,-15%,?
O=C(C[C@@H]1C=C[C@H](NS(=O)(=O)c2ccccc2F)[C@@H](CO)O1)NCCCN1CCOCC1,5,1%,12%,-4%,18%,-9%,·,22%,15
CCOC(=O)C1CCCN(c2ncnc3c2oc2ccccc23)C1 (stereo not drawn),9,0%,?,-7%[57.5 µM],22%,-8%,20%,10%,4
Cc1ccc(N(CC(=O)NCc2ccc(F)cc2)C(=O)c2csnn2)cc1C,-1,0%,-6%,-7%,-4%,-7%,9%,19%,-9
Cc1cc(S(=O)(=O)N2CCCC2)ccc1OCC(=O)N1CCC(C(N)=O)CC1,5,6%,2%,-28%,14%,5%,5%,-1%,3
COc1ccc(OC)c(NC(=O)C2(C)CCN2Cc2ccc(SC)cc2)c1 (stereo not drawn),1,-8%,4%,i,-7%,2%,?,?,53
COc1ccc2cc(Br)ccc2c1CC(=O)NCCCN1CCOCC1,-11,-1%,?,i,?,-1%,15%,-21%,-25
CN1CCN(C2CN(Cc3cn(Cc4ccccc4F)nn3)S(=O)(=O)C2)CC1 (stereo not drawn),5,0%,9%,-4%,8%,-5%,4%,20%,2
CC[C@H](CO)Oc1cc(NCc2cccc(N)c2)c2ncn(C(C)C)c2c1,-3,3%,0%,-60%[inhibitor],17%,-21%,-2%,12%,-23
CC(C)CN1C(=O)C(NC(=O)C2CC2)(C(F)(F)F)C2=C1CC(C)(C)CC2=O (stereo not drawn),8,1%,?,i,0%,-3%,-5%,15%,8
Cc1ccc(NS(=O)(=O)c2cccc(C(=O)N3CCCCCC3)c2)cc1,-8,1%,0%,-11%,?,9%,7%,0%,-18
CCOc1ccc([C@@H]2CC=C(C(=O)O)[C@H](c3ccc(Cl)cc3)N2S(=O)(=O)c2ccc(C)cc2)cc1,-30,-1%,8%,-12%,?,-3%,-3%,29%,-73*
CCCC(OC(=O)CC1Sc2ccccc2NC1=O)C(=O)NCc1ccco1 (stereo not drawn),7,11%,?,i,-4%,-8%,5%,-14%,-25
CC(C)(C)C(=O)Nc1nnc(CSCc2ccccc2F)s1,7,-3%,-25%,-33%[inhibitor],?,-5%,-3%,17%,38
CC(=O)c1cccc(-n2nnnc2SCC(=O)Nc2cccc(NC(=O)c3ccco3)c2)c1,0,0%,9%,-18%[57.5 µM],?,-21%,-5%,4%,1
CC(NC(=O)CNC(=O)OCc1ccccc1)C(=O)N1CC(O)CC1C(=O)OCc1ccccc1 (stereo not drawn),1,-9%,4%,i,-4%,-20%,1%,0%,?
CCOC(=O)Cn1c(=O)oc2cc(S(=O)(=O)NCCc3ccc(OCC)c(OCC)c3)ccc21,16,3%,24%,-6%[57.5 µM],9%,9%,4%,-11%,5
CCOc1cc(/C=N/Nc2cc(C)nc3ccc(C)cc23)ccc1O,5,18%,0%,-24%,?,4%,18%,16µM*,4
Cc1nc(Sc2ccccc2)c(C#N)c(C)c1[N+](=O)[O-],-2,1%,?,-3%,?,-3%,21%,7.1µM*,0
c1ccc2c(C[C@@H]3CNCCN3CCCCC3CCCCC3)cccc2c1,2,-18%,-12%,-2%,6%,5%,5%,0%,31
O=C(COC(=O)/C=C/c1ccccc1)NC(=O)NC1CCCCC1,5,15%,17%,-7%,?,-5%,8%,-11%,7

The last two records of the section above are carried over, then new ones follow.
smiles,D3 ag,aSyn yeast inh,KB-V1 MDR tox,PTHR1 agonist,GLP1R inv ag,GLP1R cytotox,GLP1R ag,TDP-43 yeast inh,D3 antag
c1ccc2c(C[C@@H]3CNCCN3CCCCC3CCCCC3)cccc2c1,2,-18%,-12%,-2%,6%,5%,5%,0%,31
O=C(COC(=O)/C=C/c1ccccc1)NC(=O)NC1CCCCC1,5,15%,17%,-7%,?,-5%,8%,-11%,7
COc1ccc(OC)c(NC(=O)N2CC(C)Oc3ccc(C)cc32)c1 (stereo not drawn),-1,·,·,i,?,6%,·,?,·
Cc1cc(NC(=O)CSc2nc(C)c(C)c(=O)[nH]2)no1,1,1%,3%,i,17%,-1%,3%,-20%,0
N#CC1=C(N)C(C#N)(C#N)[C@H](c2ccncc2)[C@H]2CN(C(=O)OCc3ccccc3)CC=C12,-2,-8%,?,-65%[inhibitor],6%,33%[activator],12%,-30%[inhibitor],17
Cc1cc(C(F)(F)F)n2nc(-c3cnn(C)c3C(F)(F)F)c(Cl)c2n1,17,4%,?,-11%,0%,5%,21%,4%,22
COc1ccc(-n2nc(N)c(C(N)=O)n2)cc1,-6,1%,-8%,i,-4%,-1%,9%,26%,4
CCCS(=O)(=O)NC(=O)C1(C)CCCN(C(=O)c2cc(OC)ccc2Br)C1 (stereo not drawn),4,3%,5%,-12%,20%,5%,5%,-1%,23
NC(=O)CSc1nnc(-c2ccc(S(=O)(=O)N3CCOCC3)cc2)n1Cc1ccccc1,-9,-7%,-13%,i,1%,15%,8%,-5%,6
Cc1csc(Sc2ccc([N+](=O)[O-])cc2C(=O)OCC(=O)NC(=O)NC(C)(C)C)n1,-4,-1%,-12%,-9%[57.5 µM],?,-25%,-3%,-29%,-26
O=C(CCCOc1ccccc1)Nc1ccc(Cl)cn1,2,-5%,?,-72%[inhibitor],22%,6%,7%,-8%,-21
COc1ccccc1NS(=O)(=O)c1c(C(=O)N2CCCC2)c(C)n(C)c1C,3,-1%,-6%,i,25%,1%,-4%,4%,8
COC(=O)c1ccc(CSc2nnc(NC(C)C)s2)o1,10,-3%,-9%,-3%,-6%,2%,13%,-21%,0
N#CC1=C(SCC(N)=O)NC(=O)CC1c1cccc2ccccc12 (stereo not drawn),-1,0%,2%,-36%,10%,-26%,1%,-14%,-23
O=C(COC(=O)c1ccc(F)cc1F)NC1CC1,-3,-12%,5%,i,27%,10%,1%,-6%,4
O=C(NCc1ccc(OC(F)(F)F)cc1)c1cc(-c2ccccc2)nn1CC1CC(c2cccnc2)=NO1 (stereo not drawn),-9,8%,21µM*,-7%,?,3%,5%,22%,5
CC(=O)NNc1ncnc2ccccc12,1,2%,30%,-12%,25%,28%,0%,-1%,-4
O=C(Nc1cccc(-c2nc3cc(Cl)ccc3o2)c1)C1CCCO1 (stereo not drawn),9,-17%,?,-3%[57.5 µM],0%,-1%,-1%,?,15
O=C1NN=C2CCCCCC12 (stereo not drawn),-4,-1%,7%,-18%,13%,-3%,0%,-5%,-13
OCCN(CCO)CC(O)Cn1c2ccccc2c2ccccc21 (stereo not drawn),-6,11%,-1%,i,-4%,4%,8%,-14%,?
COc1cccc(CNc2nc3cc(-c4ccccc4C)sc3c(=O)n2C)c1,2,?,-3%,-16%,?,-1%,4%,18µM*,-11
CC(C)CCn1nnnc1C(c1ccc(N(C)C)cc1)N1CCN(C(=O)c2ccco2)CC1 (stereo not drawn),2,17%,-32%,i,?,-7%,-3%,5%,17
CC(NC(=O)/C(C#N)=C1\N=C(NC(=O)c2ccco2)c2ccccc21)c1ccccc1 (stereo not drawn),-4,9%,-6%,-3%,18%,8%,5%,3%,0
Cc1cc(NC(=O)CCCn2c(C)c3cnn(-c4ccccc4)c(=O)c3c2C)ccc1Br,-3,·,-5%,-58%[inhibitor],?,3%,·,29%,·
Cc1cc(NC(=O)c2ccc(Br)o2)ccc1NC(=O)c1ccco1,-2,-29%,10µM*,-13%,5%,-7%,7%,-50%[inhibitor],0
CCN(CC)CCOC(=O)c1cc(Cl)c(N)cc1OC,-70,-1%&-3%,0%,-23%,2%,-5%,0%,23%,-58*
CCCCNC(=O)N(O)C1N(CCCC)C(=O)N(CC(=O)OC)C1(C)C (stereo not drawn),2,-8%,-21%,i,4%,4%,7%,-14%,3

The list is partial; the hit share may differ from the screen's.
